PREPL inhibitor: PREPL enzyme inhibitors, primary screen, biochemical, fluorescence polarization; 0.68% of 320,000 active; recombinant PREPL, fluorescence polarization activity-based probe; inhibition, % at 5.96 µM; in the data active means inhibition above about 43%;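 further: 0% = enzyme with DMSO and 100% = wells lacking enzyme; many of its hits are not listed in these tables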
Target sequence (Q4J6C6 whole entry, looked up): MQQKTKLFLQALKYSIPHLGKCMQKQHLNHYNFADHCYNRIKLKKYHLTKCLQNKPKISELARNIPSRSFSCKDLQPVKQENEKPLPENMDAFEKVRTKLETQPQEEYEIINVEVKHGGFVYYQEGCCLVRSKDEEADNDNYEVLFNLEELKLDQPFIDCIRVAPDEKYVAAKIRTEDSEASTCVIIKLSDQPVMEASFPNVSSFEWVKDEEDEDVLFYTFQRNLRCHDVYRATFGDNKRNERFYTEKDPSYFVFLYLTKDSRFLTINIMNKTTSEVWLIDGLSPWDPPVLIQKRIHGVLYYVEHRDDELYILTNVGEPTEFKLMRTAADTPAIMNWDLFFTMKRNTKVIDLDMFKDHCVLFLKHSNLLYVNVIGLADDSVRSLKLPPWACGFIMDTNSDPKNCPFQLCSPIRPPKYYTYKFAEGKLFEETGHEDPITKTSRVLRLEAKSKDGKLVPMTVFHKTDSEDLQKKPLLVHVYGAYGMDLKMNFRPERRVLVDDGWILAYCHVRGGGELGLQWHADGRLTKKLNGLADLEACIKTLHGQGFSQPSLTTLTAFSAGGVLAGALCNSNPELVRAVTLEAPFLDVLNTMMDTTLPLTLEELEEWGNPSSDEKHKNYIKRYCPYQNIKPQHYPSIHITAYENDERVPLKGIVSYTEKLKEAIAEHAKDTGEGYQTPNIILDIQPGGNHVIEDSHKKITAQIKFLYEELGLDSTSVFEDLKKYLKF
CTSL1 counter: Fasciola hepatica cathepsin L1 inhibitors, primary screen, counter-screen for PFM18AAP inhibitor project, biochemical, QFRET, fluorogenic peptide substrate | inhibition, % at 5.96 µM | recombinant F. hepatica cathepsin L1, Z-Leu-Arg-MCA fluorescence | 0.49% of 300,000 active;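 active means inhibition above the mean of all tested compounds plus 3 SD, set per screening campaign, cut at about 17% in these data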;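 further: 0% = plate median of test compound wells and 100% = 1 µM Z-Phe-Ala-diazomethylketone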
PP5 inh: PP5 phosphatase inhibitors, primary screen, biochemical, fluorescence; Serine/threonine-protein phosphatase 5 (Homo sapiens), P53041; purified PP5c, OMFP substrate fluorescence; inhibition, % at 6.7 µM; 0.18% of 320,000 active;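 active means inhibition above the campaign's mean inhibition across all tested compounds plus 3 SD, cut at about 9.5% in these data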;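 further: 0% = DMSO only and 100% = 100 µM cantharidin control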
core dimer inh: inhibitors of HCV core protein dimerization, primary screen, biochemical, TR-FRET, high-throughput; inhibition, % at 5 µM; 0.33% of 300,000 active; TR-FRET GST/Flag-core106 dimerization, 1536-well;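 active means inhibition above the mean of all tested compounds plus 3 SD, set per screening campaign, cut at about 45% in these data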
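assay system = GST-tagged and Flag-tagged HCV core protein residues 1-106 | controls = unlabelled core106 and no-GST-core106 wells | incubation = compound-protein-antibody incubation 4 h at 22.5 °C | probe or stimulus = Eu donor and XL665 acceptor anti-tag antibodies | read-out = % inhibition based on acceptor/donor emission ratio | signal = TR-FRET 671 and 617 nm emission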
PP1 counter: PP1-alpha phosphatase inhibitors, primary screen, counter-screen for PP5 inhibitor project, biochemical, fluorescence, OMFP substrate, single point; inhibition, % at 6.7 µM; 0.9% of 320,000 active; purified PP1alpha;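 active means inhibition above the mean inhibition of all tested compounds plus 3 SD, computed separately for each screening campaign, cut at about 15% in these data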
Target sequence (P62136 whole entry, looked up): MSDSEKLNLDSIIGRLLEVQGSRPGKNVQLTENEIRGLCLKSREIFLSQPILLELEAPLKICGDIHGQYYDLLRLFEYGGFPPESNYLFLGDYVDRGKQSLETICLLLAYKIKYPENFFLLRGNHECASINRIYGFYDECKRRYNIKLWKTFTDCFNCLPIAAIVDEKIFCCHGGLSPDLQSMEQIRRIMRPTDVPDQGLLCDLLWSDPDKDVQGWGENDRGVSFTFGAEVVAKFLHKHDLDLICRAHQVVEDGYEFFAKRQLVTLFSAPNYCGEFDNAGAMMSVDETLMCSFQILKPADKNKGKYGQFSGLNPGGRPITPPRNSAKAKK
TPT1 inh: Candida albicans TPT1 enzyme inhibitors, primary screen, biochemical, fluorescence polarization; AID 1962, 2009; inhibition, % at 5 µM; recombinant caTPT1, FP RNA substrate dephosphorylation; 0.81% of 300,000 active;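 active means inhibition above the mean of all tested compounds plus 3 SD, set per screening campaign, cut at about 24% in these data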;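 further: plate controls were DMSO alone for no effect and ferristatin control at 100 nM for full effect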
ZTA DNA inh: ZTA (EBV) inhibition in EBNA-1 counter-screen; P03206; ZTA-DNA binding, fluorescence polarization; inhibition, % at 11 µM; 0.15% of 320,000 active; AID 2234; in the data active means inhibition above about 33%
Efflux pump inh: inhibitors of Candida efflux pumps in yeast, primary screen, S. cerevisiae, Nile Red, multiplex. S. cerevisiae Candida pump triplex. 0.44% of 330,000 active. inhibition, % at 10 µM;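 active means plate passing quality check with inhibition over a set limit, or well fluorescence over plate mean plus 4 SD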;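 further: Nile Red retained in pooled yeast measured as flow cytometry median fluorescence; 0% = buffer negative control and 100% = Enniatin B positive control; higher means more Nile Red kept so more efflux inhibition; some compounds called inactive have numbers as strong as hits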
EBNA-1 inh: EBNA-1 DNA-binding inhibitors, primary screen, biochemical, fluorescence polarization | inhibition, % at 14.8 µM | 0.34% of 300,000 active | AID 1950, 2009; in the data active means inhibition above about 28%
Numbers without * were called inactive; · = not tested or not shown; & = joins results of further samples.

Fields – PREPL inhibitor | CTSL1 counter | PP5 inh | core dimer inh | PP1 counter | TPT1 inh | ZTA DNA inh | Efflux pump inh | EBNA-1 inh
#1 C=C1c2c(Cl)ccc(O)c2C(O)=C2C(=O)[C@]3(O)C(O)=C(C(N)=O)C(=O)[C@@H](N(C)C)[C@@H]3[C@@H](O)C12 (stereo partly drawn)
→ 26 | 0 | 0.0 | -3 | 24* | 1 | -2 | 0.1 | 6
#2 O=C(NCc1ccc(Cl)cc1)C(=O)NCC1OCCN1C(=O)c1cccs1 (stereo not drawn)
→ 6 | 1 | -0.2 | 0 | -2 | 0 | 0 | 0.0 | 4
#3 CCOC(=O)c1nc(NCCc2ccccc2)sc1C
→ -9 | -2 | 1.1 | -3 | 6 | 1 | -12 | 0.1 | -1
#4 NS(=O)(=O)c1cccc(NC(=O)CSc2nnc(C3CC3)n2C2CC2)c1
→ 13 | · | 2.0 | · | -6 | · | 3 | 0.0 | ·
#5 CC(C)N(C(=O)COC(=O)c1cncc(Br)c1)C(C)C
→ 9 | -3 | 4.3 | -1 | 0 | -1 | 1 | 0.0 | 6
#6 CCCn1c(SCC(=O)c2cc(OC)ccc2OC)nnc1C(C)C
→ 0 | -6 | -1.2 | 0 | 0 | -6 | 2 | 0.0 | -9
#7 CCOc1ccc(C(=O)NCC(=O)OCc2c(C)noc2C)cc1
→ -12 | -4 | 3.3 | -5 | 3 | 1 | -12 | 0.2 | -10
#8 COc1cc(/C=C2\C(=N)N3N=C(CC(=O)N4CCOCC4)SC3=NC2=O)cc(OC)c1OC
→ 12 | -3 | -2.6 | 1 | -3 | 2 | 4 | 0.3 | -9
#9 COc1cccc(N2CCN(S(=O)(=O)c3ccc4c(c3)CC(C)N4C(=O)C3CC3)CC2)c1 (stereo not drawn)
→ -2 | 0 | 1.0 | 4 | 0 | 1 | -16 | -0.1 | -8
#10 CCCn1c(-c2ccc[nH]c2=O)nc2cc(C)c(C)cc21
→ 7 | -2 | 1.4 | -3 | 1 | 1 | -10 | 0.2 | -5
#11 COc1ccc(CNC(=O)CN2C(=O)C(C)N(c3ccc(C)cc3)C2=O)cc1 (stereo not drawn)
→ 4 | 3 | 1.0 | 0 | -1 | -1 | -13 | -0.3 | 8
#12 COc1ccc(-c2csc(NC(=O)CSCC(=O)Nc3cc(C)on3)n2)c(OC)c1
→ 8 | -7 | 0.7 | -3 | -6 | -1 | -10 | -0.1 | -2
#13 O=C(c1ccccc1Cl)N(Cc1ccc(Br)cc1)N1C(=O)CCC1=O
→ 4 | 0 | -0.8 | 1 | -3 | 2 | -5 | 0.0 | 2
#14 Cc1cc(C)n(CC(=O)N/N=C/c2ccc(C)o2)n1
→ -1 | 5 | 0.5 | -4 | -1 | -1 | -8 | 0.0 | -11
#15 COC(=O)c1nn(-c2cccc(C)c2)c2nnc(Cc3ccc(C)cc3)c(=O)n12
→ 21 | 9 | 0.8 | 1 | 1 | -4 | -5 | -0.2 | 6
#16 Cc1ccc2nc(/C(C#N)=C\c3cc(C)n(-c4cccc([N+](=O)[O-])c4)c3C)[nH]c2c1
→ 26 | 2 | 1.0 | 12 | 9 | 3 | 10 | -0.1 | -2
#17 N/C(=N\OC(=O)c1cccc2ccccc12)c1cccnc1
→ 6 | 2 | 4.0 | -7 | -1 | -4 | -12 | 0.0 | -11
#18 O=[N+]([O-])c1ccc(-c2csc(N3CCc4ccccc4C3)n2)cc1
→ 24 | -4 | -0.2 | 1 | -6 | 0 | -7 | 0.3 | 8
#19 Cc1ccc(Cl)c(OC(=O)c2nn(C(C)C)c(=O)c3ccccc23)c1
→ -1 | 0 | -1.4 | 5 | -2 | 0 | 6 | -0.1 | 7
#20 CCOc1ccc(N=C2NC(=O)SC2CC(=O)OC)cc1 (stereo not drawn)
→ 0 | -2 | -3.7 | 1 | -4 | 2 | 13 | -0.1 | 5
#21 O=C(c1cc(-c2ccccc2)nc2ccccc12)N1CCCC1
→ -3 | -4 | 1.6 | 9 | 0 | 2 | -4 | 0.1 | 0
#22 COc1ccc(-c2onc(C)c2-c2ccc(C(=O)OC(C)C)o2)c(O)c1
→ 4 | 6 | 2.7 | -2 | 6 | 1 | 14 | 0.2 | -4
#23 CCc1nnc(NC(=O)CCC(=O)N2CCN(Cc3cc(F)ccc3OC)CC2)s1
→ 10 | 1 | -1.2 | 3 | -4 | -1 | -3 | 0.0 | -6
#24 Cc1cc(C)n(CCNC(=O)c2ccco2)n1
→ 5 | 3 | -2.2 | -6 | -3 | -1 | 1 | -0.2 | 4
#25 O=C(Oc1ccc(-n2cnnn2)cc1)c1ccco1
→ 28 | -5 | 1.1 | -9 | -2 | -2 | -14 | 0.0 | -7
#26 O=[N+]([O-])c1ccc(N2CCOCC2)cc1NCCCO
→ 14 | 3 | 1.7 | -1 | -4 | -7 | 0 | 0.0 | 7
#27 COc1ccc(-c2csc(C)n2)cc1OC
→ -1 | -4 | 1.2 | -1 | 2 | 5 | -8 | 0.0 | -7
#28 CCN1CCN(C(CC(C)C)c2nnnn2CS(=O)(=O)c2ccc(C)cc2)CC1 (stereo not drawn)
→ 6 | -1 | 0.2 | -4 | 0 | -5 | 18 | 0.2 | -5
#29 CCN(CC)Cc1cc(C(=O)O)c(C)o1
→ 1 | -1 | 2.8 | 4 | 3 | 1 | 7 | 0.1 | 0
#30 CCC1(CC)NC(=O)N(CC(=O)OCC(=O)Nc2cc(C)ccc2C)C1=O
→ 6 | -41 | 1.6 | 0 | -1 | -3 | -5 | -0.1 | -2
#31 CCSc1cnc(-c2ccccc2)n1CC
→ 2 | 0 | 3.1 | 4 | 0 | 2 | 3 | 0.5* | -2
#32 Oc1cccc(NC(=S)Nc2cccnc2)c1
→ 1 | 0 | 1.4 | 7 | -3 | 0 | -12 | -0.1 | 1
#33 CCOC(=O)N1CCC(NC(=O)C2CCN(S(=O)(=O)c3cccc4cccnc34)CC2)CC1
→ 0 | 0 | -1.7 | 1 | -6 | -4 | -7 | 0.1 | 3
#34 CN(C)/N=C/c1cn(-c2ccccc2)nc1-c1cccnc1
→ -2 | 2 | -0.4 | -5 | 2 | -2 | 6 | 0.0 | -7
#35 COc1cccc(-c2nc(CS(=O)(=O)CC(=O)NC3CCCc4ccccc43)c(C)o2)c1 (stereo not drawn)
→ -1 | 4 | 4.8 | 10 | 8 | -2 | 0 | 0.3 | 4
#36 CC(C)c1ccc(N=Cc2c(O)c3ccccc3oc2=O)cc1
→ -8 | 2 | 1.4 | 8 | 3 | 0 | -4 | 0.0 | -8
#37 COc1ccc2[nH]c(=O)c(CN(C(=O)c3cccnc3)c3ccc(C)c(C)c3)cc2c1
→ 7 | 1 | 0.6 | 0 | -2 | 4 | -3 | 0.1 | -8
#38 COC(=O)c1ccccc1OCCN1CCCCCC1
→ 10 | 1 | 1.1 | -7 | -2 | 0 | -5 | -0.1 | 4
#39 CC(=O)CC(c1ccccc1)c1c(O)c2ccccc2oc1=O (stereo not drawn)
→ 5&11&-3 | 3&4&1 | 1.9&-0.4&-2.4 | 2&-6&12 | -6&1&-3 | 0&-3&3 | 7&3&27 | -0.2&-0.1&0.0 | -3&3&7
#40 O=C(Nc1ccc(Br)c2ccccc12)c1ccc2ccccc2c1O
→ 17 | 4 | -1.0 | 46 | 3 | -1 | 3 | 0.0 | 14

#41 O=C(NCc1ccco1)C(c1ccncc1)N(CCC1=CCCCC1)C(=O)Cn1nnc2ccccc21 (stereo not drawn)
#42 COc1cccc2c1C(CO)N1C(C#N)C3CC(C(=O)O)C(C1C2)N3C (stereo not drawn)
#43 O=c1c2ccccc2[nH]c(=S)n1CC1CCCO1 (stereo not drawn)
#44 CCN(CC(=O)Nc1ccc(OC)cc1)C(=O)c1cc2c(s1)CCCCC2
#45 CCCC(=O)Nc1cccc(-c2cn3ccsc3n2)c1
#46 CC(=O)Nc1ccc(NC(=S)NC(=O)/C=C/c2ccccc2)cc1
#47 CCCCCCc1cc2cc(S(=O)(=O)c3ccc(F)c(Cl)c3)c(=O)oc2cc1O
#48 COc1ccccc1N1CCN(C(=O)c2cc3c(s2)CCCCC3)CC1
#49 CCN(CC(=O)NCc1cccs1)C(=O)c1ccc(OC)c(OC)c1
#50 Nc1ccc(-c2nnc(-c3ccccc3)o2)cc1
Screen / compound no. | 41 | 42 | 43 | 44 | 45 | 46 | 47 | 48 | 49 | 50
PREPL inhibitor | 2 | 4 | 11 | 5 | 10 | 0 | 5 | 13 | 27 | 3
CTSL1 counter | 0 | 0 | 4 | -1 | -5 | -1 | 6 | 7 | 1 | 11
PP5 inh | 1.2 | 1.3 | 3.6 | -0.7 | 3.2 | 3.1 | -1.6 | 4.0 | -1.3 | -7.5
core dimer inh | 10 | -1 | -7 | 6 | -6 | -5 | 14 | 11 | 0 | -5
PP1 counter | -4 | -7 | -1 | -4 | 0 | -7 | 1 | -1 | 1 | -9
TPT1 inh | -1 | -3 | -1 | 0 | 1 | 3 | 17 | 0 | -3 | 1
ZTA DNA inh | -2 | -7 | -9 | 5 | -26 | 9 | 3 | -8 | 4 | -7
Efflux pump inh | 0.4 | -0.1 | -0.1 | 0.1 | -0.1 | 0.0 | -2.4 | -0.1 | -0.3 | -0.1
EBNA-1 inh | -9 | 6 | -4 | 0 | -1 | -9 | 4 | 4 | 6 | -10

#51 Cc1cc(C)c(C#N)c(N2CCSCC2)n1
#52 O=C(Nc1nsc(-c2ccccc2)n1)c1ccncc1
#53 CC(C)N(C(=O)CSc1nnc(NC(=O)Cc2cccs2)s1)C(C)C
#54 Cc1ccc(-c2noc(CCCC(=O)NC3CCCC3)n2)cc1
#55 CCN(CC(=O)Nc1ccc(NC(C)=O)cc1)C(=O)c1cccc(S(=O)(=O)N2c3ccccc3CC2C)c1 (stereo not drawn)
#56 CCCCNC(=O)OCCSCCS(=O)(=O)c1ccc(Cl)cc1
#57 COc1cccc(CNC(=O)CSc2nnc3c(n2)[nH]c2ccc(F)cc23)c1
#58 COc1cccc(/C=C2\SC(=S)N(CCC(=O)Nc3ccc(O)cc3)C2=O)c1
#59 CCC(C)(C)n1nnnc1CN(Cc1ccco1)Cc1cc2cc3c(cc2[nH]c1=O)OCO3
#60 COC(=O)/C=C/c1ccsc1NC(C)=O
#61 CN(C)/C=C/C(=O)c1ccc(N2CCN(c3ncc(C(F)(F)F)cc3Cl)CC2)cc1
Screen / compound no. | 51 | 52 | 53 | 54 | 55 | 56 | 57 | 58 | 59 | 60 | 61
PREPL inhibitor | 9 | -8 | -8 | 0 | -6 | -1 | -7 | 29 | 11 | -1 | 3
CTSL1 counter | -3 | -3 | 1 | -2 | -3 | 0 | -3 | -1 | 4 | -1 | 1
PP5 inh | 1.5 | -0.5 | -2.6 | 2.9 | 0.5 | 1.2 | 1.2 | -6.1 | 2.5 | 0.6 | 3.3
core dimer inh | 7 | -2 | -2 | 5 | 4 | -2 | -10 | 8 | 11 | -6 | 28
PP1 counter | 0 | -3 | -2 | 2 | -5 | -3 | 1 | 3 | 1 | -2 | 8
TPT1 inh | -5 | -4 | 1 | 4 | -6 | 0 | -1 | -1 | -3 | 0 | 80*
ZTA DNA inh | 2 | 2 | 1 | -4 | -13 | -3 | -1 | 12 | -13 | 3 | -4
Efflux pump inh | 0.1 | -0.1 | 0.1 | 0.1 | 0.1 | 0.0 | -0.2 | -0.1 | 0.0 | 0.0 | 0.0
EBNA-1 inh | -6 | -2 | -1 | -9 | -2 | -8 | 0 | -8 | 9 | -1 | -5

An excerpt (hit frequency here may not be typical).
